# Sm TGR block: S. mansoni TGR enzyme inhibition; Q962Y6; purified TGR, DTNB reduction, TNB absorbance 405 nm; Potency, µM (highest dose often 114 µM), for the others: at the top dose activity change, negative = inhibition, usual class: inhibitors; 360,000 tested, 3% active; AID 485364; further: potency means the concentration at half of the fitted maximal effect; nearly all actives have a fitted effect of over 60% in size
#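 Kinetic colorimetric format: TGR-catalysed, NADPH-driven DTNB reduction monitored via TNB absorbance. Enzyme dispensed at 20 nM; compound exposure 15 min at room temperature before reaction start.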
# HCV inhibitor: inhibitors of hepatitis C virus infection. Huh7.5.1 HCVcc-Cre infection, luciferase reporter, 44 h. Potency, µM (doses to about 41.8 µM), for the others: at the highest dose activity change, negative = inhibition, usual class: inhibitors. 340,000 tested, 3.4% active. AID 651820; further: potency means the concentration at half of the fitted maximal effect
#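 Whole-lifecycle infectious HCVcc-Cre system; cells 1,000/well, compound then virus (~0.5 moi) added 4 h after plating, 44 h culture. Luciferase read 15 sec following 15 min substrate incubation, room temp.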
# HCMV antiviral: blocks human cytomegalovirus replication; HFF cells, HCMV-luciferase reporter, 72 h; stronger effect = lower value; activity change, negative = inhibition, % at 57.5 µM; 410,000 tested, 4.5% active; AID 1259415; in the data active means activity change below about -60%; inconclusive means no clear call, values can overlap the other calls; inactive means above about -39%
#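 Screen run at 2 compound doses on HFFs infected with reporter HCMV, MOI 1 PFU/cell. Luciferase activity from cell lysates at 72 h post infection gave inhibition relative to buffer-only and Salinomycin wells.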
# AMA1 RON2 block: inhibitors of Plasmodium falciparum AMA1-RON2 interaction; 360,000 tested, 0.2% active; AlphaScreen AMA1-biotinylated RON2 peptide binding; AID 720542; Potency, µM (highest dose often 58.2 µM), without a hit: top-dose activity change, negative = inhibition, actives largely listed as inhibitors;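 further: potency means the concentration at half of the fitted maximal effect; 0% = vehicle wells and -100% = peptide control; nearly all actives have a fitted effect of over 45% in size; some results filed as inactive show a strong effect at the top dose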
#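 AMA1 (3D7) with his tag at 25 nM final met compounds first, then biotinylated RON2 peptide at 25 nM; detection used donor plus acceptor beads, 10 µg/mL apiece, read by AlphaScreen after 30 min at room temperature.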
# Giardia FBPA inh: inhibitors of Giardia lamblia fructose-1,6-bisphosphate aldolase | A8B2U2 | purified Giardia FBPA | Potency, µM (top dose mostly 59.6 µM), for inactives: at the highest dose activity, negative = inhibition, most hits filed as inhibitors | 290,000 tested, 0.71% active | AID 2451; further: potency means the concentration at half of the fitted maximal effect; nearly all actives have a fitted effect of over 55% in size
# Target sequence (A8B2U2 whole entry, looked up): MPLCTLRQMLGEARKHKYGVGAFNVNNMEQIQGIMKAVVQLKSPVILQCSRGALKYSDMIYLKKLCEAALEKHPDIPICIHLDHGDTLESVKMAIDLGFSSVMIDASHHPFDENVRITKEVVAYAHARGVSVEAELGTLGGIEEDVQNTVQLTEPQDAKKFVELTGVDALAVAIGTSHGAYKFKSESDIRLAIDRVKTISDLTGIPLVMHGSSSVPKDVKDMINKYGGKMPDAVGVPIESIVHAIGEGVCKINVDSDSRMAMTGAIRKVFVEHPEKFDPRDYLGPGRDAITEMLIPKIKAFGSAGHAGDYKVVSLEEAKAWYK
#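 Giardia FBPA (40 nM reagent) was preincubated 10 min at RT with compound (up to 57.5 uM final), then substrate plus GAPDH/TPI/NAD/arsenate coupling system with diaphorase/resazurin was added; resorufin fluorescence (525/598 nm) was read after 20 min.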
# AmpC detergent: AmpC beta-lactamase inhibition with detergent present; P00811; AmpC hydrolysis of nitrocefin, absorbance 480 nm, 0.01% Triton; Potency, µM (series often up to 114 µM), inactives show at the top dose activity change, negative = inhibition, usual class: inhibitors; 370,000 tested, 0.041% active; AID 485294;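 further: potency means the concentration at half of the fitted maximal effect; 0% = no-compound wells and -100% = no-enzyme wells; nearly all actives have a fitted effect of over 25% in size; some results filed as inactive show a strong effect at the top dose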
# Target sequence (P00811 whole entry, looked up): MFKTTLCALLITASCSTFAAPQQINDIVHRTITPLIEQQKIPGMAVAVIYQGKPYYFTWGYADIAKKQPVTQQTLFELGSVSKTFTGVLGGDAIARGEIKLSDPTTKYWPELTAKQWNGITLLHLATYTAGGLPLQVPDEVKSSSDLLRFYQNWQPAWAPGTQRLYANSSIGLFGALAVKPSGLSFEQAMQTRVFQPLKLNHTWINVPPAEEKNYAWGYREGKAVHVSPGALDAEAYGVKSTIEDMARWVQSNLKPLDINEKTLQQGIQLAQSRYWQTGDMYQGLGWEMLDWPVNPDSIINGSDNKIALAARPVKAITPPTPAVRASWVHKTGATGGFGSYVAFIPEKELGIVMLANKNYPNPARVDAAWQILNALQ
#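 AmpC (5.3 nM in the dispensed reagent) in 20 mM phosphate pH 7.0 with 0.01% (detergent screen) or 0.0001% Triton X-100 was preincubated with compounds for 15 min at room temperature. Nitrocefin was then added from an 800 uM solution, and hydrolysis was followed at 480 nm.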
# An asterisk follows results filed as active; ? = inconclusive; nt = not tested or not shown; & = joins results of further samples; [ ] = remark or other dose. Unless noted, the call rests on the fitted dose curve; in most records, active means well fitted curve in the direction sought with a large enough effect; inconclusive means small, poorly fitted or top-dose-only effect, or another doubt; inactive means no such curve, though single readings can be large; an effect the other way counts as inactive or inconclusive. Unless noted, on the % scale 0 is the no-effect control and ±100 the full control effect.
1: CCOc1ccc(S(=O)(=O)N2CCCCC2)cc1NC(=O)CN1CCCC1c1cccs1 (stereo not given)
2: CCN(C[C@H]1N[C@@](CC)(C(=O)OC)[C@H]2C(=O)N(Cc3ccccc3)C(=O)[C@@H]12)S(=O)(=O)c1ccc(C)cc1
3: COc1cccc(N2CCN(c3c4c(nc5nncn35)CCC4)CC2)c1
4: O=C(CCS(=O)(=O)c1ccccc1)Nc1ccccc1F
5: CC1(C)CC(=O)c2sc(N3CCCCC3)nc2C1
6: Cc1ccc2oc(=O)cc(CN3CCOCC3)c2c1
7: Cc1cccc(NC(=O)C(=O)NCc2ccc3c(c2)OCO3)c1C
8: CC(=O)c1c(C)[nH]c(C(=O)Nc2ccc(C)c(S(=O)(=O)Nc3ccc(C)cc3C)c2)c1C

compound no.	1	2	3	4	5	6	7	8
HCMV antiviral	-90*	10	-95*	16	15	34	-17	0
Giardia FBPA inh	nt	nt	nt	8%	-1%	7%	0%	1%
AmpC detergent	-8%	nt	-3%	-1%	?	-6%	-1%	-3%
Sm TGR block	-10%	nt	?	nt	2%	-7%	0%	-13%
HCV inhibitor	4.5µM*	?	nt	7%	2%	-3%	25%	25µM*
AMA1 RON2 block	0%	-7%	nt	0%	37%[activator]	-6%	17%	-3%

9: COC(=O)c1ccc(CNS(=O)(=O)c2ccc3ccccc3c2)cc1
10: COc1ccccc1NC(=O)c1sc2ncn(CC(=O)N3CCC(C)CC3)c(=O)c2c1C
11: Cc1cccc(Oc2cc(NC(=O)c3ccccc3)cc([N+](=O)[O-])c2)c1
12: O=C(Nc1ccc([N+](=O)[O-])cc1)c1cccc(S(=O)(=O)Nc2ccccn2)c1
13: Cc1ccnc(NC(c2ccccc2O)c2oc(CO)cc(=O)c2O)c1 (stereo not given)
14: Cc1cccc(Cn2c(C)c(CNC3CCCCCC3)c(C(=O)O)c2C)c1
15: O=C(CCCCCn1c(=O)[nH]c2ccsc2c1=O)NCc1cccs1
16: CC(C)(C)c1ccc(CN2C(=O)CN=C(c3ccccc3)c3ccccc32)cc1

compound no.	9	10	11	12	13	14	15	16
HCMV antiviral	2	-32	-64*	0	?	-12	-16	-80*
Giardia FBPA inh	-7%	9%	-7%	-2%	?	nt	1%	-5%
AmpC detergent	-5%	-4%	2%	-3%	1%	-6%	-4%	?
Sm TGR block	-1%	-1%	7%	-2%	1.8µM*	-15%	0%	-21%
HCV inhibitor	6%	19%	?	-10%	?	nt	19%&-13%	?
AMA1 RON2 block	6%	-6%	-5%	-10%	-3%	nt	-4%	-11%

17: Cc1[nH]c2ccccc2c1/C=C(\C#N)C(=O)NC(C)c1ccccc1 (stereo not given)
18: CCOc1cccc(C(=O)NC2=NCCS2)c1
19: O=C(NN=C1CCCC1)c1cccc(Br)c1
20: COc1ccc(C2NC(=S)NC3=C2CCc2cc(OC)ccc23)cc1 (stereo not given)
21: CC(=O)N1N=C(c2ccc(C)cc2)CC1c1ccc2c(c1)OCO2 (stereo not given)
22: Cn1nnnc1SCC(=O)Nc1ccccn1
23: Cn1c(SCC(=O)c2ccc(-c3ccccc3)cc2)nnc1-c1ccco1
24: Cc1ccc(NC(=S)N2CCC(C(=O)c3ccc(F)cc3)CC2)cc1C

compound no.	17	18	19	20	21	22	23	24
HCMV antiviral	-8	53	-13	-9	103	11	-5	26
Giardia FBPA inh	0%	9%	-5%	-28%	-4%	2%	-28%	nt
AmpC detergent	3%	-21%	8%	?	10%	3%	?	nt
Sm TGR block	0%	2%	5%	-29%	2%	6%	6.3µM*	nt
HCV inhibitor	-12%	-4%	-8%	?	5%	11%	-13%	-1%
AMA1 RON2 block	-6%	128%[activator]	50%[activator]	6%	-13%	4%	-2%	42%[activator]

25: O=C(COc1cccc2ccccc12)Nc1cc(Cl)ccc1C(=O)O
26: Cc1c(NS(=O)(=O)c2cccc(C(=O)Nc3cccc(F)c3)c2)c(=O)n(-c2ccccc2)n1C
27: Cc1ccc(S(=O)(=O)NCCSc2nnnn2-c2cc(C)ccc2C)cc1
28: CN(Cc1ccc(C(F)(F)F)cc1)C(=O)c1ccc(Oc2ccccc2)cc1
29: COc1ccc(CNC(=O)C(c2ccncc2)N(C(=O)Cc2cccs2)c2ccccc2)cc1 (stereo not given)
30: COc1ccc(-n2nc(C(=O)Nc3ccc(C)cn3)c3c4ccccc4n(C)c3c2=O)cc1
31: CCOCCOC(=O)C1=C(C)N(C)C(=O)NC1c1ccccc1Cl (stereo not given)
32: COc1ccc(COC(=O)C2=C(C)NC(=O)NC2c2ccc(O)cc2)cc1 (stereo not given)

compound no.	25	26	27	28	29	30	31	32
HCMV antiviral	101	-5	2	-4	1	12	-10	15
Giardia FBPA inh	nt	nt	-1%	5%	3%	nt	-10%	6%
AmpC detergent	6%	-12%	?	7%	-15%	2%	-9%	0%
Sm TGR block	3%	-11%	0%	-29%	-1%	1%	7%	2%
HCV inhibitor	9%	?	?	?	-2%	nt	-5%	-21%
AMA1 RON2 block	4%	-17%	-7%	34%[activator]	21%	nt	12%	-11%

33: CCN(C(=O)CSc1nc2nc(C)cc(C)n2n1)c1cccc(C)c1
34: c1ccc2nc3c(nc2c1)[nH]c1ccccc13
35: Cc1ccc(OCCSc2nc3ccccc3n2CC(=O)O)cc1
36: COc1ccc(NC(=O)c2ccc3c(c2)N(Cc2cccc(Cl)c2)C(=O)c2ccccc2S3(=O)=O)cc1Cl
37: CS(=O)(=O)Nc1ccc(N2CCCCC2)c(Cl)c1
38: CC(C)(C)OC(=O)N1CCC(C(=O)Nc2cccc(C(=O)NCCc3ccccc3)c2)CC1
39: O=C(NC1CCCC1)c1noc2c1CCCCC2
40: Cc1ccc2nc(N3CCN(c4ccccc4)CC3)c3nnnn3c2c1

compound no.	33	34	35	36	37	38	39	40
HCMV antiviral	-23	203	-4	8	-5	-11	109	-26
Giardia FBPA inh	-1%	-15%	6%	nt	-2%	nt	-2%	nt
AmpC detergent	2%	-2%	?	8%	-5%	nt	3%	16%
Sm TGR block	7%	11%[11.4 µM]	-19%	3%	-16%	nt	-2%	3%
HCV inhibitor	nt	-14%	4%	nt	13%	8.9µM*	7%	nt
AMA1 RON2 block	2%	0%	4%	nt	1%	8%	-9%	nt

41: CC(C)N(C(=O)Cn1cc(S(=O)(=O)CC(=O)Nc2ccccc2)c2ccccc21)C(C)C
42: CCCCCCCCCCOC(=O)Cn1c(COc2ccccc2OC)[n+](C)c2ccccc21
43: N#Cc1c2n(c3c(N)ncnc13)CCCCC2
44: Cn1c(=O)c2c(nc(CN3CCN(Cc4ccccc4)CC3)n2Cc2ccc(Cl)cc2)n(C)c1=O
45: Cc1c(OCC(=O)N2CCC(C(N)=O)CC2)ccc2c1oc(=O)c1ccccc12
46: CSc1ccccc1OCc1cc(C(=O)N(C)C(C)c2ccccn2)no1 (stereo not given)
47: COc1cccc(/C=N/Nc2nc3ccccc3n3cnnc23)c1O
48: Nn1c(Cc2ccccc2F)n[nH]c1=S

compound no.	41	42	43	44	45	46	47	48
HCMV antiviral	-8	?	-4	-103*	-18	-1	-103*	61
Giardia FBPA inh	nt	-15%	-1%	2%	25%	nt	-30%	14µM*
AmpC detergent	2%	1%	1%	?	-6%	3%	-11%	6%
Sm TGR block	-4%	-19%	0%	-35%	3%	-8%	-11%	-1%
HCV inhibitor	7%	14µM*	15%	?	30%[activator]	nt	?	8%
AMA1 RON2 block	-16%	1%	6%	-5%	2%	-13%	79%[activator]	32%[activator]

49: Cc1ccccc1C(=O)Nc1ccnn1C1CCN(Cc2c(C)n(C)c3ccccc23)CC1
50: COC(=O)CC/C(=N/Nc1ccc(Cl)c(Cl)c1)C(=O)OC
51: CCN1CCN(S(=O)(=O)c2ccc(Cl)c(C(=O)Nc3ccccc3N3CCCCC3)c2)CC1
52: CSc1ccc(Cl)c(C(=O)Nc2ccc(C)cn2)c1
53: CS(=O)(=O)c1nc(-c2ccc(Br)cc2)n[nH]1
54: Cc1ccc(CC(=O)NNC(=O)c2ccncc2)cc1C
55: Cc1cc(C)nc(NS(=O)(=O)c2ccc(NC(=O)C3CC3)cc2)n1
56: O=C(Cc1ccccc1)NNC(=S)NC(=O)c1cccnc1

compound no.	49	50	51	52	53	54	55	56
HCMV antiviral	-14	57	-28	4	0	-6	-8	-7
Giardia FBPA inh	2%	-2%	nt	-5%	12%	nt	-23%	7.1µM*
AmpC detergent	?	3%	?	2%	0%	-13%	-5%	1%
Sm TGR block	0%	2%	5%	nt	0%	0%	7%	-18%
HCV inhibitor	?	-6%	13µM*	1%	21%	1%	6%	5%
AMA1 RON2 block	-16%	-3%	?	4%	2%	-1%	6%	70%[activator]

57: Cc1ccc(C)c2nc3sc(C(=O)O)cc3cc12
58: Cc1ccc(C(=O)Nc2nc3ccccc3n3nnnc23)cc1
59: NS(=O)(=O)c1cccc(NC(=O)COC(=O)CSCc2ccccc2)c1
60: Cc1[nH]nc2nc(SCC(=O)NCC3CCCO3)n(-c3ccc(Br)cc3)c(=N)c12 (stereo not given)
61: Cc1ccc(C(=O)NCCSc2snnc2C)cc1
62: COc1ccccc1C(=O)NC(=O)COC(=O)c1ccc([N+](=O)[O-])cc1Cl
63: Cc1ccc(NC(=O)C(C)c2cccc(C(=O)c3ccccc3)c2)cc1 (stereo not given)
64: CN(C)Cc1nc2c(c(=O)[nH]1)C(C)(C)Cc1ccccc1-2
65: Cc1ccc(S(=O)(=O)Nc2ccc(Nc3ccccc3)cc2)cc1
66: CCCc1nc(-c2ccccc2O)n(-c2ccccc2)n1
67: Cc1ccc(O)c(C2=NOC(O)(C(F)(F)F)C2)c1 (stereo not given)

compound no.	57	58	59	60	61	62	63	64	65	66	67
HCMV antiviral	-10	27	-17	6	9	-8	-32	-13	-30	6	25
Giardia FBPA inh	-13%	nt	nt	5%	0%	nt	-8%	8%	9%	1%	0%
AmpC detergent	7%	?	nt	3%	-3%	-15%	-1%	?	-12%	?	-13%
Sm TGR block	1%	0%	nt	0%	0%	-7%	3%	-5%	-24%	3%	9%
HCV inhibitor	7%	?	20%	-14%	-6%	-19%	?	-6%	-14%	1%	5%
AMA1 RON2 block	0%	-6%	0%	17%	17%	11%	0%	108%[activator]	-13%	-21%	2%

# Part of the list above, as labelled records:
[64] CN(C)Cc1nc2c(c(=O)[nH]1)C(C)(C)Cc1ccccc1-2
- HCMV antiviral: -13
- Giardia FBPA inh: 8%
- AmpC detergent: ?
- Sm TGR block: -5%
- HCV inhibitor: -6%
- AMA1 RON2 block: 108%[activator]
[65] Cc1ccc(S(=O)(=O)Nc2ccc(Nc3ccccc3)cc2)cc1
- HCMV antiviral: -30
- Giardia FBPA inh: 9%
- AmpC detergent: -12%
- Sm TGR block: -24%
- HCV inhibitor: -14%
- AMA1 RON2 block: -13%

# Compound activity: PubChem, National Center for Advancing Translational Sciences (NCATS)
